# Source: PubChem BioAssay
# TAG inh = inhibitors of triacylglycerol accumulation, primary screen, cell-based, uHTS, fluorescence, H9c2 | 230,000 tested, 0.66% active | H9c2 cells, Nile Red lipid (TAG) fluorescence; cells loaded with 200 µM oleic acid | inhibition, % at 12.5 µM;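 active = pattern-corrected inhibition of lipid staining of at least 50% with the nuclear-stain viability signal not falling by more than 50%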;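 also: 0% = DMSO wells and 100% = triacsin C control wells; some results filed as inactive read as strong as hits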
# TAG inh DAPI viability = recorded beside TAG inh, whose call it bears; DAPI nuclei signal change (viability), lower = more cytotoxic, %;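 whole-well DAPI fluorescence read on a plate reader as a viability signal; minus 50 percent equals half of cells still viable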
# * hit, by the source's call; & = joins results of further samples. These rows are one share of the data; count on the stated rates, not on these rows.
# Order of results: TAG inh DAPI viability, TAG inh
CC(C)COn1c(=S)[nH]c2ccccc2c1=O
 : -2, -5
COC(=O)C(NS(=O)(=O)c1ccc(N2CCCC2=O)cc1)c1ccccc1 (configuration not stated)
 : 2, 2
COc1cccc(NC(=O)CN(C)C(=O)CNC(=O)c2ccc(Oc3ccccc3)cc2)c1
 : 6, -15
CC1(C(=O)NCc2ccco2)Cc2c(-c3ccc(C(N)=O)cc3)ccnc2O1 (configuration not stated)
 : -36, 41
O=C(NNc1cc(Cl)ccc1Cl)C1CCC1
 : 2, -1
Cc1ccc(C(=O)NCCc2csc(C)n2)cc1
 : -6, 0
CNC[C@H]1Oc2c(NS(=O)(=O)c3cccs3)cccc2C(=O)N([C@H](C)CO)C[C@@H]1C
 : -5, -3
CCCCC(=O)Nc1ccc(C(=O)NNC(=S)NC(=O)c2ccccc2[N+](=O)[O-])cc1
 : 1, 1
Cc1ccc(C(=O)NCC(=O)Nc2ccc3c(c2)CCC3)cc1C
 : -2, -4
NC(=Nc1nc(-c2ccccn2)cc2ccccc12)c1ccccn1
 : -12, 40

# Some of these compounds in order of formula weight, low to high:
# Order of results: TAG inh DAPI viability, TAG inh
Cc1ccc(C(=O)NCCc2csc(C)n2)cc1
 : -6, 0
Cc1ccc(C(=O)NCC(=O)Nc2ccc3c(c2)CCC3)cc1C
 : -2, -4
COC(=O)C(NS(=O)(=O)c1ccc(N2CCCC2=O)cc1)c1ccccc1 (configuration not stated)
 : 2, 2
COc1cccc(NC(=O)CN(C)C(=O)CNC(=O)c2ccc(Oc3ccccc3)cc2)c1
 : 6, -15
CNC[C@H]1Oc2c(NS(=O)(=O)c3cccs3)cccc2C(=O)N([C@H](C)CO)C[C@@H]1C
 : -5, -3

# (further entries)
# Order of results: TAG inh DAPI viability, TAG inh
CC(C)(C)c1ccc(/C=C/C(=O)Nc2ncccn2)cc1
 : 2, 5
c1ccc(CCc2nc(-c3ccc(-n4cccc4)cc3)no2)cc1
 : -9, -16
O=C(NCc1ccccn1)C(=O)NCC(c1ccco1)N1CCN(c2ccc(F)cc2)CC1 (configuration not stated)
 : -3, -2
COC(=O)c1cc(C#N)c(NCc2ccccc2)nc1C
 : 15, -4
COc1cccc(NC(=O)CN(C)C(=O)CCC(=O)c2cc(C)sc2C)c1
 : 2, -9
O=C(NC1CCOC1=O)c1ccccc1 (configuration not stated)
 : -1, -2
Cc1cc(C)nc(NS(=O)(=O)c2ccc(NC(=O)COc3ccccc3F)cc2)n1
 : 10, -4
COc1ccccc1-c1coc2c(CN3CCC(C)CC3)c(O)ccc2c1=O
 : 31, -6
COc1ccc(C2=NOC(C(=O)Nc3cc(C)on3)C2)cc1OC (configuration not stated)
 : -16, 11
Cc1ccc(S(=O)(=O)N2CCOCC2)cc1C(=O)OCC(=O)NCc1ccccc1
 : -1, -4
CN(C(=O)c1ccc2c(c1)OCO2)C1CCS(=O)(=O)C1 (configuration not stated)
 : -2, -2
Cc1c(C(=O)NCc2ccccc2C(F)(F)F)sc(=O)n1Cc1ccc2c(c1)OCO2
 : -1, -6
C=CCCC(=O)N1C[C@H]2CON(C)[C@H]2C[C@H]1c1ccc(Br)cc1
 : 0, -4
COc1ccc(C)cc1NC(=O)CSc1nnnn1Cc1ccccc1
 : -10, -39
COc1ccc(CNC(=O)C2(C)Cc3c(-c4ccc(N(C)C)cc4)ccnc3O2)cc1OC (configuration not stated)
 : 16, -9
COC(=O)C1C(O)=C(C=Nc2ccc(N)cc2)C(=O)CC1(C)C (configuration not stated)
 : -1, -5
CCCC1=C(C(=O)OCC)C(c2cccs2)n2ncnc2N1 (configuration not stated)
 : 2, -2
COc1ccc(NC(=O)c2cc([N+](=O)[O-])ccc2N2CCCC2)cc1S(N)(=O)=O
 : -6, 2
COc1ccc(/C=N/NC(=O)c2c(C)nc3ccccn23)cc1[N+](=O)[O-]
 : 0, -1
CCCCNC(=S)N(C)/N=C/c1ccc(F)cc1
 : 4, -3
COc1ccc(CCNC(=O)C2CC(O)CN2S(=O)(=O)c2ccc(Cl)cc2)cc1OC (configuration not stated)
 : 0, -8
Cn1c(=O)n(CC(=O)O)c(=O)c2c1nc1n2CCS1
 : -8&7, 11&0
COc1ccccc1C(=O)NCCC(=O)N1CCCC(C(F)(F)F)C1 (configuration not stated)
 : -12, 6
Cc1ccc(-n2nnnc2SC(C(=O)c2c[nH]c3ccccc23)c2ccccc2)cc1 (configuration not stated)
 : 8, -7
CCOC(=O)c1c(C)oc2ccc(O)c(CN(C)C)c12
 : 5, 6
S=C(NC1CCCCC1)NN1CCOCC1
 : 2, 7
Nn1c(SCCOc2ccc(Cl)cc2)nnc1-c1cccnc1
 : 10, -7
Brc1cccc2sc(N3CCN(c4ccccc4)CC3)nc12
 : -9, -2
O=C1C=CC(=O)N1c1cccc2cccnc12
 : -1, 8
CS(=O)(=O)N1CCN(c2ccccc2NC(=O)c2ccc(Cl)cc2)CC1
 : 5, -2
CCNCCC(CCC(C)C)c1ccc2c(c1)OCO2 (configuration not stated)
 : -3, 14
CC(C)[C@H](NC(=O)OCc1ccccc1)C(=O)OCC(=O)NC1(C#N)CCCC1
 : -5, -1
Cc1ccccc1C(=O)N1CCC(C(=O)Nc2ccc(S(=O)(=O)N3CCCC3)cc2)CC1
 : -4, 6
Cc1[nH]c2ccccc2c1C(=O)C(=O)NCCCn1ccnc1
 : -1, -3
O=C(O)CCC(=O)Nc1ccccc1C(=O)NCc1ccco1
 : 5, -5
COc1cccc(CNC(=O)CSCC(=O)Nc2cc(C)on2)c1
 : 8, -29
COCC(C)n1c(C)cc(C(=O)COC(=O)c2ccc3ncsc3c2)c1C (configuration not stated)
 : -2, 16
O=C(CCS(=O)(=O)c1ccccc1Cl)NCCC1=CCCCC1
 : 4, -4
Cc1cnc(NC(=O)CCCc2nc3ccccc3s2)s1
 : -4, 16
CC1(C)CC(=O)C(/C=N/n2cnc3ccccc3c2=O)=C(O)C1
 : 7, -6
Cc1cc([N+](=O)[O-])c(=O)[nH]c1C
 : 1, -4
Cc1cc2c(SCC(=O)Nc3ccccc3O)ncnc2s1
 : 1, 2
COc1ccccc1-c1cc(C(=O)N/N=C/c2ccc(C)s2)c2ccccc2n1
 : 3, -50
O=C(COc1ccc(Br)cc1)OCC(=O)c1ccc[nH]1
 : 0, -1
Cc1ccccc1N1CCN(CCCN2C(=O)CC(=C(c3ccccc3)c3ccccc3)C2=O)CC1
 : 2, -15
O=C(CCc1nnc(C2CCCCC2)o1)N1CCN(c2ccccc2F)CC1
 : 6, -4
S=c1[nH]nc(-c2ccccc2)n1/N=C/c1cccc(Br)c1
 : -6, 7
O=C(CSc1nnc([C@@H]2CCCN2)o1)c1ccc(Cl)cc1
 : -3, -1
Cc1nc(NC(=O)COC(=O)c2cc3c(s2)CCC(C)C3)c(Cl)cc1Cl (configuration not stated)
 : -9, 3
CCOc1ccc(C(=O)NC2CCN(S(C)(=O)=O)CC2)cc1
 : -9, 2

# New compounds follow
# Order of results: TAG inh DAPI viability, TAG inh
CC(OC(=O)Cc1ccsc1)C(=O)Nc1ccc(C(N)=O)cc1 (configuration not stated)
 : 0, 4
Cn1c(SCc2cccnc2)nc2c(c1=O)SCC2
 : -1, -14
C=CCn1c(SCC(=O)NC2CCCC2)nc2scc(-c3ccco3)c2c1=O
 : -8, 9
COc1cccc(-c2nc(CS(=O)(=O)CC(=O)N3CCN(c4ccccn4)CC3)c(C)o2)c1
 : -11, -1
Cc1noc(/C=C/N(C)C)c1S(=O)(=O)N1CCc2ccccc21
 : 0, 13
CN(C)Cc1nc2ccccc2c(=O)n1CC#N
 : -4, 1
O=C(CCC(=O)c1ccc(Cl)s1)Nc1ncccc1O
 : -12, 8
O=C(O)CCC(=O)NNC(=O)CCC(=O)NCc1ccccc1
 : -4, -4
CC1CCCCC1NC(=O)c1ccco1 (configuration not stated)
 : 7, -13
COc1ccccc1NC(=O)c1ccccc1C(=O)O
 : -5, 10
Cc1onc(-c2ccccc2Cl)c1C(=O)OCC(=O)Nc1cccc(S(=O)(=O)N(C)C)c1
 : 3, -11
CCOc1ccc(CN(C(=O)c2cc3ccccc3oc2=O)C2CCS(=O)(=O)C2)cc1 (configuration not stated)
 : -1, 3
O=C(CSc1nc(O)cc(=O)n1-c1ccc(Cl)c(Cl)c1)Nc1ccc(Cl)cc1Cl
 : 5, -5
C[C@H](CO)N1C[C@H](C)[C@H](CN(C)C(=O)Cc2ccccc2)OCc2cnnn2CCCC1=O
 : -5, 1
CCCNC(=O)C1CCN(c2cc(-c3ccccc3)nc3ncnn23)CC1
 : -9, -34
CC1CCCN(C(=O)c2ccc(NS(=O)(=O)c3ccc4[nH]c(=O)[nH]c4c3)cc2)C1 (configuration not stated)
 : 4, -3
COc1ccc(-c2cc(C(=O)Nc3cc(C)on3)no2)cc1
 : 4, -19
Cc1ccc(-n2cc(-c3ccccc3)[nH]c2=O)cc1F
 : -4, -2
CC(OC(=O)c1ccc(F)c(S(=O)(=O)N2CCOCC2)c1)C(=O)NC1CCCC1 (configuration not stated)
 : 13, -6
Cc1ccnc(Nc2nc3ccccc3s2)n1
 : 13, 5
O=C(NCc1ccccc1CN1CCCC1)c1cccc(S(=O)(=O)N2CCCC2)c1
 : -2, -9
COc1ccc(-c2cn3cccnc3n2)cc1NC(=O)c1cccs1
 : 9, 2
Cn1c(=O)c2[nH]c(NCC3CCCO3)nc2n(-c2ccccc2)c1=O (configuration not stated)
 : 5, 5
O=c1oc2cc(OCc3nn[nH]n3)ccc2c2c1CCCC2
 : 14, 6
O=c1cc(CN2CCc3ccccc32)c2ccc(O)cc2o1
 : 12, -10
Cc1cccc(C)c1NC(=O)C(=O)c1cn(C)c2ccccc12
 : 0, 6
CCN1C(=O)c2cccc3c(NC(=O)C(C)(C)C)ccc1c23
 : -2, 24
O=C(c1nc2ccccn2c1CN1CCN(c2ccccc2O)CC1)N1CCCC1
 : 5, 3
O=C(Cn1c(=O)sc2ccccc21)NCc1ccco1
 : 0, -33
COc1ccc(N2C(N)=NC(N)=NC23CCCC3)cc1
 : -4, -4

# Brought forward from above: 2 entries, then new ones.
# Order of results: TAG inh DAPI viability, TAG inh
O=C(Cn1c(=O)sc2ccccc21)NCc1ccco1
 : 0, -33
COc1ccc(N2C(N)=NC(N)=NC23CCCC3)cc1
 : -4, -4
COC1=CC(=O)CC(C)C12Oc1c(Cl)c(OC)cc(OC)c1C2=O (configuration not stated)
 : -7, 5
CCCCCc1ccc(-c2cn(CCCOCc3ccccc3)nn2)cc1
 : -5, -6
CC(Oc1ccc(Cl)cc1Cl)C(=O)Nc1cccnc1 (configuration not stated)
 : 1, -12
Cc1ccc(Nc2c(-c3cccnc3)nc3ccc(Br)cn23)cc1
 : 5, -1
O=C(O)C(Oc1ccc(Cl)cc1)c1ccc(Cl)cc1 (configuration not stated)
 : 0, -19
CCCCOc1ccc(N2C(=O)CC(N(O)c3ccccc3)C2=O)cc1 (configuration not stated)
 : -3, 10
COC(=O)c1ccc(NS(=O)(=O)c2cc3c4c(c2)CCC(=O)N4CCC3)cc1
 : -8, -9
CCOC(=O)c1cc(-c2ccc(OC)cc2)n[nH]1
 : 2, 2
C#CCSc1nnc(-c2ccc(O)cc2)o1
 : -10, -4
COc1ccc(CC2(CO)CCN(C(=O)NCc3ccccc3)CC2)cc1
 : 4, 9
CC12CN(C(=O)c3ccccc3Br)CC(C)(CN(C(=O)c3ccccc3Br)C1)C2=O
 : -5, 6
Cc1noc(/C=C/c2ccc(-c3ccccc3Cl)o2)c1[N+](=O)[O-]
 : -1, -102
Nc1nc2c(ncn2[C@H]2C[C@H](O)[C@@H](CO)O2)c(=O)[nH]1
 : 1, -4
Clc1ccccc1OCCCCN1CCNCC1
 : -11, 45
Cc1ccc(NS(=O)(=O)c2ccc3[nH]c(=O)oc3c2)cc1Cl
 : -36, 29
CCN(CC)c1ccc2cc(C=O)c(=O)oc2c1
 : -3, 7
COCCCNC(=O)CN(c1cc(C(F)(F)F)ccc1Cl)S(C)(=O)=O
 : 5, -4
Cc1ccc(-n2cc(CNC(C)c3cnn(C)c3)c(-c3ccc(F)cc3)n2)cc1 (configuration not stated)
 : 15, 12
CC1SC(c2ccc(Cl)cc2Cl)NC1=O (configuration not stated)
 : -2, 1
O=C(c1ccco1)N1CCN(C(=O)c2cc(Cl)nc3ccccc23)CC1
 : 3, -8

# Individual results from the list:
# TAG inh DAPI viability result of Cc1onc(-c2ccccc2Cl)c1C(=O)OCC(=O)Nc1cccc(S(=O)(=O)N(C)C)c1 → 3
# TAG inh DAPI viability result of Cc1[nH]c2ccccc2c1C(=O)C(=O)NCCCn1ccnc1 → -1

# (further entries)
# Order of results: TAG inh DAPI viability, TAG inh
Cc1ccc(Cn2c(CCNc3nc(-c4ccc(Cl)c([N+](=O)[O-])c4)cs3)nc3cc(C(=O)NCCCO)ccc32)cc1
 : -2, 0
O=C1NC2(CCCCCC2)C(=O)N1Cc1ccc(Br)cc1
 : -2, 9
O=C(NCc1nc(-c2ccc(C(F)(F)F)cc2)no1)Nc1ccc(F)cc1F
 : -1, -5
CCOC(=O)Cc1csc(NC(=O)Cc2ccccc2)n1
 : 10, 0
CCN(CC)CCNc1nc(-c2ccc(OC(F)F)cc2)c(C)s1
 : 34, -19
CS(=O)(=O)N1CCN(c2ccccc2NC(=O)Cc2ccccc2)CC1
 : -3, -11
O=C(c1ccc(CS(=O)(=O)c2ccccc2)o1)N1CCN(c2ncccn2)CC1
 : 2, -2
COc1ccc(CC(=O)NCC(c2ccc(OC)cc2)N(C)C)cc1 (configuration not stated)
 : -2, 17
O=C(NC(Cc1ccccc1)C(=O)N1CCN(c2ccccc2O)CC1)c1ccccc1 (configuration not stated)
 : -1, 0
COc1cccc(C(=O)Cn2c(=O)n(CCC(=O)NCC3CCCO3)c(=O)c3cc(OC)c(OC)cc32)c1 (configuration not stated)
 : 12, 2
CC(C)c1ccc(NC(=S)NN2CCN(C)CC2)cc1
 : 7, -15
O=C(COc1cnc2ccccc2n1)NCCC1=CCCCC1
 : -7, 7
COc1ccc(-c2csc3ncnc(Sc4nnnn4C)c23)cc1
 : -3, 24
